Growth percent in the NCI-60 one-dose screen (48 h, 10 µM unless noted): 100 = growth as untreated, 0 = no growth, -100 = all killed.
U251 – U251 CNS tumor cells; actives 5.4% (n = 80,000)
DU-145 – DU-145 prostate cancer; actives 4.2% (n = 81,000)
OVCAR-8 – OVCAR-8 ovarian cancer; actives 4.4% (n = 81,000); AID 1794782
PC-3 – PC-3 prostate cancer cells; actives 3.9% (n = 80,000); AID 1794754
OVCAR-3 – OVCAR-3 ovarian cancer. actives 7% (n = 79,000). AID 1794787
SF-295 – SF-295 CNS cancer cells. actives 5.6% (n = 79,000)
SF-268 – SF-268 CNS cancer cells; actives 3.1% (n = 82,000)
SNB-19 – SNB-19 CNS cancer cells. actives 2.5% (n = 81,000)
SF-539 – SF-539 CNS cancer; actives 6.8% (n = 81,000)
* = called active by the depositor; nt = no result given; & = joins results of further samples. Rule for the calls: active = growth percent below 10; inactive = the rest. Compounds were not picked by outcome (roughly 10% active in at least one column).

SMILES	U251	DU-145	OVCAR-8	PC-3	OVCAR-3	SF-295	SF-268	SNB-19	SF-539
N/C(Cc1ccc(N)cc1)=N\O	106	120	103	95	126	110	93	101	97
COc1cccc(/C=C2\SC(=Nc3cc(C)on3)NC2=O)c1	99	111	102	95	110	97	104	99	97
CCOc1ccccc1/C=C/C(=O)c1sc(N)nc1C	95	87	91	91	100	118	95	96	119
c1ccc2c(c1)ccc1c2ccc2c3ccccc3ccc21	106	108	99	81	94	102	96	98	93
CCCOc1ccc(C#N)cc1	nt	112	88	106	117	nt	111	106	101
O=C1Nc2ccccc2/C1=C/C(=O)c1ccc(N2CCCC2)cc1	5.0*	12	-13*	38	-18*	69	22	57	4.6*
CCCCC(C)NC(=O)c1ccccc1 (configuration not stated)	101	109	103	97	109	87	105	109	101
COc1ccc(C(=O)COc2ccc(/C=C3\Oc4ccccc4C3=O)cc2)cc1	97	120	99	97	102	172	108	91	95
CC(=O)Nc1cc2c(cc1Br)-c1ccccc1C2O (configuration not stated)	99	111	96	nt	96	104	105	93	95
CCOC(=O)/C=C/c1ccc(C(=O)OCC)[nH]1	40	73	63	83	23	63	69	88	nt
CCOC(=O)CCCCNC1(c2ccc(F)cc2)C2CC3CC(C2)CC1C3 (configuration not stated)	101	115	103	93	122	89	106	100	97
COc1cc(-c2nn(C(C)(C)C)cc2-c2ccnc(NCCCNS(=O)(=O)c3ccc(F)cc3)n2)ccc1Cl	89	74	89	52	91	81	58	93	91
CC(=O)Nc1c(Br)cc2c(c1Br)Cc1cc(Br)ccc1-2	13	92	69	68	87	-19*	70	79	86
CS(=O)(=O)c1cccc(Cc2nnc(Cc3cc4ccc(F)cc4[nH]3)n2CCCc2cnc[nH]2)c1	101	114	103	92	138	99	113	94	105
COc1ccc(-c2cc(C(=O)N3CCC(Cc4ccccc4)CC3)nn2-c2ccc(S(C)(=O)=O)cc2)cc1	99	106	101	102	113	103	101	95	101
O=C1C[C@H]2c3ccccc3N(Cc3ccccc3)[C@H]2C1C(=O)N1CCCCC1 (some centres not stated)	97	109	101	101	112	90	97	104	101
CSc1ccccc1NC(=O)c1ccc2nnn(/C(C#N)=C/c3ccccn3)c2c1	-91*	-98*	-87*	-71*	-82*	2.2*	6.5*	0.1*	-100*
C/C(Cc1ccc([N+](=O)[O-])cc1[N+](=O)[O-])=N\O	95	110	98	96	113	95	98	100	96
Cc1ncc(CO)c(CO)c1OCC(O)CN1CCN(c2ccc(F)cc2)CC1 (configuration not stated)	nt	98	108	93	106	93	108	97	105
COC(=O)C1=NC(=S)N=C(C(=O)OC)C12Cc1ccccc1C2=O	98	113	109	85	108	100	103	100	96
CC(C)OC(=S)SSC(=S)OC(C)C	98&100	109&115	101&98	102&102	107&111	99	100&104	106&101	99&104
CCOC(=O)C1=CSC2=NC3=C(CCCC/C3=C\c3ccc(OC)cc3)C(c3ccc(OC)cc3)N12 (configuration not stated)	97	115	101	115	118	78	108	105	97
C#Cc1ccc(C(=O)NCc2ccc(/C=C/C(=O)c3nccn3C)cc2)cc1	17	21	27	31	18	21	14	17	-17*
COc1ccc(NC(=O)c2ccc(C(=O)Nc3ccc(OC)cc3)cc2)cc1	70	104	76	93	105	60	85	73	73
CCCC(CCC)C(=O)OCc1cn(-c2c3ccccc3nc3ccccc23)nn1	97	106	99	91	100	97	100	96	90
Cc1ccc(C(=O)C(Br)C(Br)c2ccccc2)cc1 (configuration not stated)	83	86	97	108	62	98	96	nt	100
CCN1C(=O)N(CC)C2C1NN=C1SC(C(=O)O)=CC(=O)N12 (configuration not stated)	103	105	103	101	nt	100	101	98	94
CCOC(=O)CN1C(=O)C(=O)c2ccccc21	102&103	108&117	107&96	95&88	110&102	101&96	97&108	105&93	102&98
COc1ccc(CN=C(N)N=C(N)N)cc1OC	nt	111	nt	107	117	95	109	111	98
O=C(O)c1cc(Br)ccc1O	97	107	102	97	111	95	99	99	98
CC1(O)c2cccc(Sc3ccccc3)c2C(C)(O)c2c(Sc3ccccc3)cccc21 (configuration not stated)	nt	93	73	53	89	nt	93	116	100
N/C(=N\c1nc2ccccc2s1)NC(=O)NCc1cccnc1	92	96	93	79	99	86	95	89	95
NCCNc1nc(Nc2ccc(-c3nc4ccccc4[nH]3)cc2)c2cn[nH]c2n1	-55*	91	44	74	84	63	68	67	-9.8*
CCCCN(CCCC)CCCC	111	105	114	104	101	94	96	105	101
Cc1nn(-c2ccccc2)cc1/C=C1\SC(=S)NC1=O	92	109	104	89	115	135	99	81	89
Cc1ccccc1NC(=O)COc1cc(O)c2c(=O)cc(-c3ccccc3)oc2c1	100	84	97	86	113	106	93	98	95
O=C1Nc2cc(-c3cccc(O)c3)ccc2/C1=C/c1ccc[nH]1	26	34	27	35	-1.2*	19	15	43	-49*
N=c1c(S(=O)(=O)c2ccccc2)cc2c(=O)n3ccccc3nc2n1Cc1ccccc1	97	106	94	83	94	99	87	88	106
Cc1nc(Cl)c([C@H](O)COS(N)(=O)=O)s1	105	113	100	100	115	97	105	98	95
CN[C@@H]1[C@@H](O[C@H]2O[C@H](CO)[C@@H](N)[C@H](O)[C@H]2O)O[C@H]2C[C@@H](N)[C@H](O[C@H]3[C@H](O)[C@@H](O)[C@H](N)C[C@@H]3N)O[C@@H]2[C@@H]1O	105	111	101	102	121	108	118	111	102
COc1ccc2cc(C(=O)/C=C/N(C)CC(O)C(C)(O)C(O)C(O)CO)ccc2c1 (configuration not stated)	92	101	92	96	100	96	83	95	100
COc1cc2cc(Oc3ccc(NC(=O)c4cccc(C(F)(F)F)c4)cc3)c(C)nc2cc1OCCN(C)C	63	69	90	74	102	-51*	92	94	63
O=[N+]([O-])c1cccc(OCCCOc2ccccc2)c1	100	108	118	103	103	100	97	107	105
O=C(N=Nc1c(O)[nH]c2ccccc12)Nc1ccc(Cl)cc1	100	108	102	90	98	101	101	89	84
Cc1ccc2cccc(Oc3ccc(Nc4ncnc5onc(-c6ccccc6)c45)cc3)c2n1	70	94	91	58	94	88	91	92	80
COC(=O)[C@]12CC[C@@H](C)[C@H](C)[C@@H]1C1=CC[C@@H]3[C@@]4(C)C[C@@H](O)[C@H](O)[C@@](C)(CO)[C@@H]4[C@H](O)C[C@@]3(C)[C@]1(C)CC2	-95*	-82*	-27*	-35*	-65*	-79*	-31*	-23*	-58*
N#Cc1c(NC(=O)c2ccco2)[n+]([O-])c2ccc(F)cc2[n+]1[O-]	96	115	101	98	112	110	96	92	99
CC(C)CCNC(=O)CCn1ccc(N2CCCCC2)cc1=O	95	107	97	96	108	101	106	100	95
CCN(Cc1ccccc1)c1cccc(C)c1	107	111	100	90	112	103	108	110	100
COc1cc(CNC(=O)/C=C/c2ccc(OC(C)=O)c(OC)c2)ccc1O	101	110	97	88	107	103	102	94	108
CCOC(=O)CSc1ncnc2c1c(-c1ccccc1)c(-c1ccccc1)n2-c1cccc(Cl)c1	96	104	94	88	93	97	109	87	90
NS(=O)(=O)c1ccc(CCN2C(=O)c3ccc4c5c(ccc(c35)C2=O)C(=O)N(CCc2ccc(S(N)(=O)=O)cc2)C4=O)cc1	57	93	104	99	106	96	93	104	101
CC1OC(OCC2OC(Oc3c(-c4ccc(O)c(O)c4)oc4cc(O)cc(O)c4c3=O)C(O)C(O)C2O)C(O)C(O)C1O (configuration not stated)	102&103	104&107	110&101	97&101	109&108	103&97	103&104	104&99	107&99
O=c1ccn([C@@H]2C=C(CO)[C@@H](O)[C@H]2O)c(=O)[nH]1	107	102	102	103	97	100	92	100	97
O=C1C=C(c2ccccc2)SC2c3cccn3CCN12 (configuration not stated)	94	112	97	100	104	110	99	98	109
COc1cc(-c2cnc3nonc3n2)cc2c1OCO2	84	102	81	56	68	96	83	86	69
O=c1nc(Nc2cc(Cl)ccc2O)sc2ccccc12	63	83	78	49	58	38	54	46	64
CC1(C)CC[C@]2(C(=O)O)CC[C@]3(C)C(=CCC4[C@@]5(C)C[C@@H](O)[C@@H]6OC(c7ccc(F)cc7)OC[C@@]6(C)C5CC[C@]43C)C2C1 (some centres not stated)	15	29	29	18	24	33	41	35	51
CC(=O)OC1NC(=O)NC(=O)C1(Br)Br (configuration not stated)	97	106	108	92	109	95	104	100	101
COC(=O)C1(C(F)(F)F)C(C)=C(C)N(c2ccccc2)C2=C1CCCC2 (configuration not stated)	101	100	84	76	74	104	91	88	120
(cont.)
SMILES	U251	DU-145	OVCAR-8	PC-3	OVCAR-3	SF-295	SF-268	SNB-19	SF-539
N=C1CCC(=N)c2c1c(O)c1ccccc1c2O	100	106	109	80	73	102	85	103	171
CN(C)C(=O)OCc1ccc2c(Cl)cc(Cl)c(O)c2n1	18	40	23	46	31	34	26	30	26
CNC(=O)c1cc(N2CCc3cc(NC(=O)Nc4ccccc4)ccc32)ccn1	87	91	97	79	nt	86	93	89	58
CC(C[N+](C)(C)C)OC(N)=O (configuration not stated)	106	115	99	96	116	118	111	110	104
COC(=O)C1=CCCCC(N2CCOCC2)=C1C(=O)OC	102	96	107	98	110	104	105	104	103
O=CNc1cc2c(cc1Br)-c1ccccc1C2O (configuration not stated)	94	110	92	94	113	121	102	103	92
Cc1ccc(/C=C(/C#N)C(N)=O)cc1	102	106	109	105	98	103	104	105	102
CC(C)CCc1nc2ccc(NCc3ccc(OCCN4CCC(C)CC4)cc3)cc2[nH]1	72	89	97	61	72	90	80	89	58
CS(=O)(=O)c1ccc(C(=O)N/N=C/c2cccc3ccccc23)cc1	76	89	84	79	68	76	86	80	89
Cc1ccc(S(=O)(=O)/C=C\S(=O)(=O)c2ccc(C)cc2)cc1	113	113	nt	100	110	nt	112	106	101
CCCc1n(Cc2ccc3ccccc3c2)c2ccccc2[n+]1Cc1ccc2ccccc2c1	-93*	2.3*	-71*	-23*	-77*	-60*	-50*	-76*	-34*
COC(=O)/C=C(\C)Nc1ccc([N+](=O)[O-])cc1	nt	111	99	86	109	99	101	116	104
O=[N+]([O-])c1ccc2[nH]c(=S)[nH]c2c1	111	117	106	93	110	111	101	105	105
Nc1nc(N)nc(-c2cccc(Br)c2)n1	nt	102	100	99	103	96	98	93	87
O=C(O)C(O)CO (configuration not stated)	95	108	105	94	105	nt	107	102	99
O=S(=O)(NCCCNc1nccc(-c2c(-c3ccccc3)nc3occn23)n1)c1ccc(C(F)(F)F)cc1	109	113	97	75	119	98	92	102	114
NS(=O)(=O)c1ccc(-c2cc(-c3nnc(SCC(=O)c4ccccc4)n3-c3ccccc3)c3ccccc3n2)cc1	85	96	88	72	102	98	84	91	92
Nc1cc2[nH]c(=O)c3ccccc3c2cc1Br	84	77	78	81	72	96	86	94	75
COc1c(O)cc2c(c1CC=C(C)C)OC(=O)c1c(cc(O)c(CC=C(C)C)c1O)O2	27	72	42	24	34	81	41	48	69
O=C(/C=C/c1ccc(Cl)cc1Cl)c1ccc(Cl)c(Cl)c1	93	105	104	103	106	99	99	100	99

Four records drawn at random from the list so far:
SMILES	U251	DU-145	OVCAR-8	PC-3	OVCAR-3	SF-295	SF-268	SNB-19	SF-539
CN(C)C(=O)OCc1ccc2c(Cl)cc(Cl)c(O)c2n1	18	40	23	46	31	34	26	30	26
Cc1ccc(S(=O)(=O)/C=C\S(=O)(=O)c2ccc(C)cc2)cc1	113	113	nt	100	110	nt	112	106	101
CC(C[N+](C)(C)C)OC(N)=O (configuration not stated)	106	115	99	96	116	118	111	110	104
COC(=O)C1=CCCCC(N2CCOCC2)=C1C(=O)OC	102	96	107	98	110	104	105	104	103

The listing picks up, repeating the two entries before the break.
SMILES	U251	DU-145	OVCAR-8	PC-3	OVCAR-3	SF-295	SF-268	SNB-19	SF-539
COc1c(O)cc2c(c1CC=C(C)C)OC(=O)c1c(cc(O)c(CC=C(C)C)c1O)O2	27	72	42	24	34	81	41	48	69
O=C(/C=C/c1ccc(Cl)cc1Cl)c1ccc(Cl)c(Cl)c1	93	105	104	103	106	99	99	100	99
Cc1cnc(SCc2ccc(Cl)cc2Cl)nc1N(C)C	95	108	98	101	112	98	107	94	111
Fc1cccc(Cl)c1/C=N/Nc1nc(N/N=C/c2c(F)cccc2Cl)nc(N2CCCCC2)n1	27	61	26	19	nt	2.6*	37	26	56
CS(=O)(=O)c1nccc(-c2c(-c3cccc(OS(N)(=O)=O)c3)nc3sccn23)n1	114	102	106	99	111	112	94	108	87
Cc1ccc(-c2csc(NC(=O)CSc3nc(C)cc(=O)[nH]3)n2)cc1	99	101	98	87	112	101	94	95	105
CNC(=O)CCCC(=O)NCc1ccc(Cl)cc1Cl	91	109	97	90	113	109	103	98	113
CCCCCC(=O)OC1CCCCC1C (configuration not stated)	99	107	108	99	109	105	101	109	101
COc1cc(C(=O)/C(C)=C/c2c[nH]c3ccccc23)cc(OC)c1OC	18	2.4*	20	20	-8.2*	12	27	34	-3.7*
CC(=O)Nc1ccc(N)c(S(=O)(=O)O)c1	94	109	98	86	102	103	109	102	97
CCCCCCC(=O)C(C)C	99	106	99	100	107	101	105	107	104

Complete entries, quoted from the list. Order of values: U251	DU-145	OVCAR-8	PC-3	OVCAR-3	SF-295	SF-268	SNB-19	SF-539
`Cc1ccc(-c2csc(NC(=O)CSc3nc(C)cc(=O)[nH]3)n2)cc1` reads 99	101	98	87	112	101	94	95	105
`CS(=O)(=O)c1nccc(-c2c(-c3cccc(OS(N)(=O)=O)c3)nc3sccn23)n1` reads 114	102	106	99	111	112	94	108	87

Limited to DU-145, for 2 of the compounds above:
canonical_smiles	DU-145
Cc1ccc(-c2csc(NC(=O)CSc3nc(C)cc(=O)[nH]3)n2)cc1	101
CNC(=O)CCCC(=O)NCc1ccc(Cl)cc1Cl	109
